Pf Dd2 inh: qHTS Primary assay for Inhibitors of Plasmodium falciparum Dd2 growth in vitro. P. falciparum Dd2 growth, SYBR Green, 72 h. Potency, µM (doses to about 28.9 µM), for the others: at the top dose activity, negative = inhibition, most hits filed as inhibitors. hit rate 4.3% among 120,000; active = well fitted inhibition curve with a large enough effect; inconclusive = small, poorly fitted or top-dose-only effect; inactive = no such curve, though single readings can be large or run the other way;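 also: plate controls were DMSO vehicle for no effect and reference drug for full effect; nearly all actives have a fitted effect of over 65% in size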
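Readout: SYBR Green fluorescence, 485 nm excitation, 535 nm emission, after ~16 h lysis at 37C. Before that, Dd2-infected red cells (2.5% hematocrit) grew 72 h with compound, 29 uM top final concentration.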
* marks the source's active call; other numbers are inactive results; i = inactive; u = inconclusive; [ ] = another dose, or the depositor's remark. Potency is read from the fitted curve at half-maximal effect.

SMILES | Pf Dd2 inh
CCN(CC)C(=O)C1CCN(S(=O)(=O)c2ccc3c(c2)CCCN3C(C)=O)CC1 | -4%
COC(=O)c1ccc2c(c1)nc1n2[C@@H](CNC(=O)c2ccc(Cl)cc2)COC1 | u
CCOc1cc(=O)n2c(c1C(=O)Nc1ccc(F)c(Cl)c1)CCCC2 | 12%
O=C(CC1COCCN1)NCCc1cnn(-c2ccccc2)c1 (stereo not drawn) | -22%
C[C@H]1[C@@H]2[C@H]3OC(=O)[C@@H](C)[C@@H]3CC[C@@]2(C)CC[C@@H]1NC(=O)Cc1ccccc1 | u
COc1ccc(NC(=O)C2CCN(C(=O)c3ncn4c3COC(c3ccc(F)cc3)C4)CC2)cc1F (stereo not drawn) | i
CNC(=O)N1C[C@@H](CN(C)C)[C@H](N)C1 | 25%
O[C@H]1COCCN(Cc2ccc(OC(F)(F)F)cc2)C1 | -16%[44.1 µM]
CCC(=O)N(C1CCOCC1)C1CCN(Cc2cc(F)c(F)cc2F)CC1 | 409%[activator]
CN1CCC(N2CCN(S(=O)(=O)c3cccs3)CC2)C1=O (stereo not drawn) | 16%
O=C(CCC1N=C2c3ccccc3N=C(SCc3ccc(F)cc3)N2C1=O)NCc1cccs1 (stereo not drawn) | 90%[activator]
COc1cccc(CNS(=O)(=O)c2ccc(-c3cc(C(F)(F)F)on3)s2)c1 | 6%
Cc1ccc(CN2CCc3nc(N4CCN(C)CC4)[nH]c(=O)c3CC2)cc1 | 2%[5.79 µM]
COc1ccc(S(=O)(=O)NCC(c2ccc(N(C)C)cc2)N2CCCC2)cc1 (stereo not drawn) | u
Cc1ccc(C(=O)N2CCc3nc(C(C)C)nc(-c4ccc(Cl)cc4)c3CC2)cc1 | u

A different layout for some results above:
| compound | Pf Dd2 inh |
| --- | --- |
| COc1cccc(CNS(=O)(=O)c2ccc(-c3cc(C(F)(F)F)on3)s2)c1 | 6% |
| O=C(CCC1N=C2c3ccccc3N=C(SCc3ccc(F)cc3)N2C1=O)NCc1cccs1 (stereo not drawn) | 90%[activator] |
| CCN(CC)C(=O)C1CCN(S(=O)(=O)c2ccc3c(c2)CCCN3C(C)=O)CC1 | -4% |

Later entries:
SMILES | Pf Dd2 inh
C=CCc1ccc(OCc2ccc(C(=O)Nc3ccc(NC(C)=O)cc3)o2)c(OC)c1 | u
Cc1ccc(NC(=O)N[C@@H]2C=C(C(=O)N[C@H](C)C(N)=O)C[C@@H](O)[C@@H]2O)cc1 | -8%[44.1 µM]
COc1ncccc1CN(Cc1cccnc1OC)C[C@H]1COCc2nc3ccc(C)cc3n21 | 4.5µM*
CNC(=O)CCn1ncc2cc(OC3CCc4cccc(-c5cnn(C)c5)c43)ccc21 (stereo not drawn) | u
Cc1cc(=O)n(CC(=O)Nc2ccc(Br)cc2F)c(N2CCc3ccccc3C2)n1 | u
COc1ccc(-c2cc(C)no2)cc1S(=O)(=O)NCc1cccs1 | i
CCN(Cc1ccc(C)o1)C(=O)c1ccc2nc(-c3ccc(F)cc3)cn2c1 | 4%
O=C(NCc1ccccc1)C1COC2(CCN(C(=O)c3ccccc3F)CC2)N1C(=O)c1ccco1 (stereo not drawn) | -28%
CCCCNc1nc2c(c(=O)n(Cc3ccc(Cl)cc3)c(=O)n2C)n1C | u
COCCCNC(=O)CSc1nc(-c2cccc(F)c2)[nH]c1-c1ccccc1 | u
CC(C)C(=O)N1CCC(NCCOc2ccccc2Cl)CC1 | -3%
COc1ccc(OC)c2sc(N3CCN(C(=O)c4ccc5c(c4)CCCC5)CC3)nc12 | -28%
O=C(Nc1ccc2c(c1)CN(Cc1ccc(Cl)cc1)C(=O)CO2)c1ccccc1 | -14%
O=C(NC1(C(F)(F)F)N=C(c2ccccc2)N(C2CCCCC2)C1=O)c1ccccc1F (stereo not drawn) | -2%
COc1ccc(CN2CCNc3cnc(Nc4ccccc4)cc3C2)cn1 | u
Cc1cc(C(=O)N2CC(F)(F)C[C@H]2c2nc(C)no2)on1 | 16%
Cc1ccc(NC(=O)CN2C(=O)NC3(CCS(=O)(=O)CC3)C2=O)cc1C | -10%
Cc1cc(Cl)ccc1S(=O)(=O)N1CCc2nn(C)c(=O)n2CC1 | i
Cc1cc(C(=O)N2C[C@@H](Oc3cccnc3)C[C@H]2C(=O)N2CCOCC2)nn1C | 8%
Cc1ccc(CNC(=O)CC2=C3CCCCC3N(C(C)C)C2=O)o1 (stereo not drawn) | -28%
CNC(=O)[C@@H](Cc1ccccc1)N1CCC[C@H]1C(=O)NCc1cccnc1 | 8%[44.1 µM]
COCc1cn([C@H]2CO[C@H]3[C@@H]2OC[C@H]3OC(=O)Nc2ccc(C)cc2)nn1 | -15%[44.1 µM]
O=S(=O)(Nc1ccc(Br)cc1)c1ccc2nc(-c3ccccc3)[nH]c2c1 | -27%
COc1ccc(-c2cc(C(F)(F)F)nc(SCCC(=O)Nc3ccccc3F)n2)cc1 | 28%
CCOC(=O)Cn1c(=O)oc2cc(S(=O)(=O)N3CCN(c4cccc(Cl)c4)CC3)ccc21 | -1%
O=C(Cc1ccccc1)NCC1CN(Cc2ccncc2Cl)CC12CN(c1ccccc1)C2 (stereo not drawn) | 11µM*
Cc1ccc(-c2nnn3c2nc(NCCc2ccccc2)c2ccccc23)cc1 | 31%[activator]
CC(=O)N(C1CC1)C1CCOC2(CCN(C(=O)CCc3ccccc3)CC2)C1 (stereo not drawn) | 31%[activator]
CC(=O)N1CCc2[nH]cnc2C12CCN(Cc1nccn1C)CC2 | -2%
O=C(c1ccccc1F)N1CCCC2(CC(c3cccnc3)=NO2)C1 (stereo not drawn) | 13%
CC(C)NC(=O)NC[C@H]1O[C@@H](CC(=O)Nc2ccccc2)[C@H](O)[C@@H]1O | 16%[44.1 µM]
COc1ccc(NC(=O)N2c3ccccc3CC2c2nc(C3CC3)no2)c(C)c1 (stereo not drawn) | i[5.79 µM]
COCCNc1c(-c2noc(C)c2C(=O)Nc2ccc(F)c(OC)c2)cnn1C | 1%[44.1 µM]
CN1CCc2c(sc(NC(=O)CSc3ccc(F)cc3)c2-c2nc3ccccc3s2)C1 | 13µM*
Cc1ccc(-n2nc(C)c([C@@H]3C=C[C@@H](NS(=O)(=O)c4cccs4)C3)c2C)cc1Cl | 11µM*
COC(=O)c1ccc(Nc2ncnc3c2cnn3C)cc1 | -9%
CN(CCc1cnn(C)c1)C(=O)c1cn(Cc2cccc(C(F)(F)F)c2)nn1 | -9%
CC(C)CC1=NS(=O)(=O)c2cc(NC(=O)C3CCC3)ccc2N1c1ccccc1 | u
N#Cc1cccc(NC(=O)N[C@H]2CO[C@H]3[C@@H]2OC[C@@H]3n2nnnc2Oc2ccc(-n3cncn3)cc2)c1 | u
O=C1Nc2ccccc2CC12CCN2Cc1cncs1 (stereo not drawn) | -13%[44.1 µM]
COc1ccc(NC(=O)C2(Cc3ccccc3)CCCCC(=O)N2)cc1F (stereo not drawn) | u
Cc1cc(C)n(CCCNC(=O)c2cccc(C3CCNC3)c2)n1 (stereo not drawn) | -1%
COc1ccc(NC(=O)Cc2csc(COc3cccc(C)c3)n2)cc1OC | 12%
CN(Cc1nc(-c2ccncc2)no1)C1CCC2(CCNCC2)CC1 | 4%
CCN(C(=O)CSc1nc2ccccc2n1CC(=O)Nc1cccc(C#N)c1)c1ccccc1 | -18%
Cc1ccc(NC(=O)N2CCC(c3nc(CCOCC4CC4)no3)C2)cc1C (stereo not drawn) | -20%
COc1ccc(C(=O)N2CCC3(CC2)c2nccn2-c2ccccc2CN3C)cc1 | i[5.79 µM]
CCc1cccc2c(C(CC(=O)N3CCCC3)c3ccc(Cl)c(Cl)c3)c[nH]c12 (stereo not drawn) | u
CN1c2cc(C(=O)Nc3ccc(Cl)c(F)c3)ccc2C(=O)N2CCCCC21 (stereo not drawn) | -7%
Cc1ccc2c(c1)cc(C(=O)NCc1ccc(F)cc1)n2C | 3%
COc1ccc(CNC(=O)c2cnn(-c3ccc(F)cc3)c2-n2cccc2)cc1 | i
CCOC(=O)c1c(C)[nH]c(CCC(=O)Nc2c(C)cccc2CC)c1C | u
Cc1nn(C)c(C)c1CCCN(C)C(=O)C1N(C(C)C)C(=O)C12CCCCC2 (stereo not drawn) | 15%
CCc1ccccc1NC(=O)CSc1nc(-c2ccccc2OC)nc2c1Cc1c(CO)cnc(C)c1O2 | -12%
CCOCCCNC(=O)CN1C(=O)COc2ccc(S(=O)(=O)N3CCOCC3)cc21 | 30%[activator]
COc1ccccc1-c1[nH]nc2ncc(-c3cccc(O)c3)nc12 | i
COc1ccc(-c2noc(CC(=O)Nc3ccc(C)c(F)c3)n2)cc1 | -6%
O=S(=O)(c1ccccc1)N1CCC(Cc2nncn2-c2ccccc2)C1 (stereo not drawn) | i
O=C(COc1ccc(Cl)cc1Cl)N1CCC(N2CCOC2=O)CC1 | -16%
Cc1noc2c(NCCN(C)C)cc(-c3ccccc3)nc12 | -24%[44.1 µM]

Gathered by group: those above containing a thiophene ring, fused or not.
SMILES | Pf Dd2 inh
CN1CCC(N2CCN(S(=O)(=O)c3cccs3)CC2)C1=O (stereo not drawn) | 16%
O=C(CCC1N=C2c3ccccc3N=C(SCc3ccc(F)cc3)N2C1=O)NCc1cccs1 (stereo not drawn) | 90%[activator]
COc1cccc(CNS(=O)(=O)c2ccc(-c3cc(C(F)(F)F)on3)s2)c1 | 6%
COc1ccc(-c2cc(C)no2)cc1S(=O)(=O)NCc1cccs1 | i
CN1CCc2c(sc(NC(=O)CSc3ccc(F)cc3)c2-c2nc3ccccc3s2)C1 | 13µM*
Cc1ccc(-n2nc(C)c([C@@H]3C=C[C@@H](NS(=O)(=O)c4cccs4)C3)c2C)cc1Cl | 11µM*

New compounds follow:
SMILES | Pf Dd2 inh
CCN(CCCNC(=O)c1cc(Nc2ccccc2OC)nc2ccccc12)c1cccc(C)c1 | 11µM*
COc1ccc(NC(=O)c2cnc3c(c2)N(C(=O)Cc2cccc(C(F)(F)F)c2)CCC3)cn1 | -25%
CN(C)c1nc2c(c(=O)[nH]1)CCN(Cc1ccccc1)CC2 | 17%[5.79 µM]
CNc1nccc(N2CCC(CC(=O)NCc3ccccn3)CC2)n1 | -22%
CCOc1nccnc1NC1CCN(C(=O)C2CCCO2)CC1 (stereo not drawn) | i[5.79 µM]
CCCCN1C(=O)C(O)(c2c[nH]c3ccccc23)c2cc(Br)ccc21 (stereo not drawn) | i
COc1ccc(C(=O)Nc2nnc(SCc3cc(=O)c4cc(C)cc(C)c4[nH]3)s2)cc1 | -9%
COCCc1noc(Cc2c(C)nn(-c3ccccc3)c2C)n1 | 2%
Cn1c(CN2CCN(c3cnccn3)CC2)nnc1C1CC(N)C1 (stereo not drawn) | -4%
COCCNC(=O)C[C@@H]1C[C@H]2O[C@H](CNC(=O)Nc3cccnc3)[C@@H](O)[C@H]2O1 | 31%[44.1 µM]
CNC(=O)[C@@H](c1ccc(Cl)cc1)N1CCC[C@H]1C(=O)NCCN1CCCC1 | -1%
COC[C@@H]1CN(S(C)(=O)=O)C[C@H]1C(=O)N(C)C | 19%
Cc1ccc(CN2CCC(CNC(=O)c3cnn(-c4ccccc4Cl)c3C3CCN(C(=O)OC(C)(C)C)CC3)CC2)cc1 | 2.8µM*
Cc1ccc2oc(=O)n(CCCOc3ccccc3Cl)c2c1 | u
CC(=O)Nc1ccc(NC(=O)c2oc3c(c2C)-c2nn(Cc4ccccc4Cl)cc2CC3)cc1 | u
Cc1nc2cccnc2n1-c1cccc(C(=O)NCCc2ccc(Cl)cc2)c1 | 6%
CC(C)CN1CC2(CCN(C(=O)c3ccc(-n4cnnc4)cc3)CC2)CC1=O | -26%
COc1ccc(NC(=O)c2ccc3c(c2)NC(C)(CNc2ccccc2)CO3)cn1 (stereo not drawn) | u
CNC(=O)[C@@H]1C[C@@H](O)CN1C1CCN(C(=O)c2cccc(C)c2)CC1 | i
COCCCNC(=O)N1C[C@@H](Oc2ccccc2)C[C@H]1C(=O)N1CCOCC1 | 16%
COc1cc(OC)c(OC)cc1CN1CCc2nc(N3CCN(C)CC3)[nH]c(=O)c2CC1 | 29%[5.79 µM]
O=C([C@@H]1C[C@H](Oc2cccnc2)CN1C(=O)C1CC=CC1)N1CCOCC1 | -7%
Cc1ccc(Cn2ccn(CC(=O)Nc3c(C)cc(C)cc3C)c(=O)c2=O)cc1 | 51%[activator]
COc1ccc(CNC(=O)NC2CCc3n[nH]c(=O)n3CC2)cc1 (stereo not drawn) | i
COc1cc(OC)c(OC)cc1CN1CCc2nc(N(C)C)[nH]c(=O)c2CC1 | u
O=C(Cc1ccccc1)Nc1sc2c(c1C(=O)Nc1ccc(Br)cc1)CCC2 | u
O=C(c1cccc(Cl)c1)N1CCN(c2cc(C(F)(F)F)ncn2)CC1 | i
COC(=O)c1ccc(NC(=O)c2c(OC)cc(=O)n3c2CCCC3)cc1 | 28%
CC1CCN(C(=O)c2ccccc2OCC2CCCN(C3CCCC3)C2)CC1 (stereo not drawn) | u
CC(=O)c1cccc(C(=O)N2CCC3(CC2)NC(=O)N(Cc2ccc(C)cc2)C3=O)c1 | i
CC(C)NC(=O)N1CCCCCCNC(=O)[C@@H]2CCCC[C@@H]21 | 1%
CC(C)CCN(C1CCNCC1)C1CCOCC1 | u
COCC(=O)N[C@@H]1CN(Cc2ccc(C)cc2C)C[C@H]1CO | u
Cc1cc(F)cc(CN2CCc3nc(C(=O)NCC4CC4)oc3CC2)c1 | -19%[44.1 µM]
COCc1nc(CCNC(=O)C(C)c2ccccc2)no1 (stereo not drawn) | 40%[activator]
CCOc1ccc(-c2ccc(NS(=O)(=O)c3cc(C)ccc3OC)cc2)nn1 | 10µM*
CCOC(=O)c1[nH]cnc1C(=O)Nc1cccc(OC)c1 | u

A draw from above in order of molecular weight, highest first.
SMILES | Pf Dd2 inh
CCOc1ccc(-c2ccc(NS(=O)(=O)c3cc(C)ccc3OC)cc2)nn1 | 10µM*
CC(C)NC(=O)N1CCCCCCNC(=O)[C@@H]2CCCC[C@@H]21 | 1%
CC(C)CCN(C1CCNCC1)C1CCOCC1 | u

A portion of the library; rates above refer to the full screens.
